MCF10A rerep = inducers of DNA re-replication in MCF 10A breast cells; 2.9% of 350,000 active; MCF 10A DNA re-replication, Hoechst nuclear intensity, 48 h; Potency, µM (highest dose often 46.1 µM), inactives show top-dose activity, positive = re-replication, most hits filed as activators; further: % of control where 0% means no effect; nearly all actives have a fitted effect of over 50% in size
S2 tox = cell viability loss in ATXN counter-screen; S2 cells (HEK-293 line with an ATXN2-luciferase reporter) viability, CellTiter-Fluor protease fluorescence, 24 h; Potency, µM (top dose mostly 56.7 µM), most hits filed as cytotoxic; 0.49% of 400,000 active; AID 651635; further: nearly all actives have a fitted effect of over 40% in size
HepG2 tox = HepG2 cytotoxicity, counter-screen for TGF-b inhibitors. AID 588856. Potency, µM (top dose mostly 46.1 µM), for inactives: at the top dose activity change, negative = cytotoxicity, actives largely listed as cytotoxic. HepG2 CAGA-GFP viability, ATP luminescence, 18 h. 0.76% of 410,000 active; further: some results filed as inactive show a strong effect at the top dose
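HepG2 CAGA-GFP cells (1000/well, DMEM with 1% FBS) received compound, then TGF-beta at 500 pg/mL final, and were incubated 18 hours at 37 degrees C. Viability was read by CellTiter-Glo luminescence. Media-only wells were set as complete cell-killing and DMSO as no toxicity.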
Nrf2 ARE act = Nrf2 pathway activation | AREc32 ARE-luciferase reporter (MCF7-derived line), luminescence, 24 h | Potency, µM (top dose mostly 46.1 µM), without a hit: top-dose activation, hits mostly activators | 0.31% of 410,000 active; further: % of control where 0% means no effect; nearly all actives have a fitted effect of over 65% in size
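Luminescent ARE reporter assay in AREc32_Fluc cells: overnight plating at 37 deg C, 24 hr compound incubation, Steady-Glo added, 30 min RT before reading.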
EPAC2 antagonist = blocks human EPAC2 exchange factor; Q8WZA2; EPAC2 GEF exchange of Rap1B-BODIPY-GDP, fluorescence; Potency, µM (titrated, usually from 114 µM), for the others: at the highest dose activity, negative = inhibition, hits mostly inhibitors; 0.18% of 360,000 active; further: on the % scale 0 is the no-effect control and ±100 the full control effect; nearly all actives have a fitted effect of over 45% in size; many of its hits are not listed in these tables
Target sequence (Q8WZA2 whole entry, looked up): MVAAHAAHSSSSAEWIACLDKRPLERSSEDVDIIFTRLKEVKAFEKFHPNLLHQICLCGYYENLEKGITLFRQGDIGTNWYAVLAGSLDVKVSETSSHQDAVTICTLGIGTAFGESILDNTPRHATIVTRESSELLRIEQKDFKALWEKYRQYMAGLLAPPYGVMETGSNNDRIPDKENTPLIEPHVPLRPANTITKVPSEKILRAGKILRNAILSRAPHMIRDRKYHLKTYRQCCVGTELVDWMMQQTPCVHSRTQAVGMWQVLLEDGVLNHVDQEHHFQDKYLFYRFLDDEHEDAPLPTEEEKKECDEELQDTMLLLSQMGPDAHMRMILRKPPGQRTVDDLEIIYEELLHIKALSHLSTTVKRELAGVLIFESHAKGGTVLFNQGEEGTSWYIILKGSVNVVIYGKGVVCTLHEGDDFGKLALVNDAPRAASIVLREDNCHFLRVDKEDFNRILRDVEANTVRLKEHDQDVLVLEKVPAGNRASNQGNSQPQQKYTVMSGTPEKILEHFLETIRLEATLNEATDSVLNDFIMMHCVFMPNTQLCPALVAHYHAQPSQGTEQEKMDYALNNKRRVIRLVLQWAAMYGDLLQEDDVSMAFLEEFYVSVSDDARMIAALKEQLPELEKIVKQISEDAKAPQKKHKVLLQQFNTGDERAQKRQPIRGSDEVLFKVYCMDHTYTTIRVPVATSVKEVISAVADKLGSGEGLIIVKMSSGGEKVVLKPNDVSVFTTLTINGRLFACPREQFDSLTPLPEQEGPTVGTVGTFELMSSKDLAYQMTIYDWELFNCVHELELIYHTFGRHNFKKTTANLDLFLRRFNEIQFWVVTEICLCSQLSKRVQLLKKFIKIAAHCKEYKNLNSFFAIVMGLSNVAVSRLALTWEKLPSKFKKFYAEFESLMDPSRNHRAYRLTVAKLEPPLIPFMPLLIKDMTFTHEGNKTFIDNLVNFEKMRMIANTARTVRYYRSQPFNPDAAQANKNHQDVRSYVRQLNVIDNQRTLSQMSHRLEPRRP
TGFb SMAD3 inh = TGF-b pathway inhibition; HepG2 CAGA-GFP TGF-b/SMAD3 reporter, GFP fluorescence, 18 h; TGF-beta stimulated, 500 pg/mL final; Potency, µM (highest dose often 46.1 µM), for inactives: at the highest dose activity, negative = inhibition, actives largely listed as inhibitors; 1.2% of 410,000 active; further: on the % scale 0 is the no-effect control and ±100 the full control effect; nearly all actives have a fitted effect of over 65% in size
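Using HEPG2 CAGA-GFP reporter cells at 1000 cells/well, we pinned test compounds, stimulated with recombinant TGF-beta (500 pg/mL final) and measured total well GFP after 18 h.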
ATXN2 expr inh = inhibitors of ATXN2 expression; HEK-293 ATXN2-luciferase reporter, luminescence, 24 h; 0.72% of 360,000 active; Potency, µM (series often up to 57 µM), inactives show at the top dose activity change, negative = inhibition, usual class: inhibitors; further: on the % scale 0 is the no-effect control and ±100 the full control effect; nearly all actives have a fitted effect of over 55% in size
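qHTS (up to 57 uM final) was run with 24 h compound exposure of reporter cells at 37 °C. Each well was multiplexed: SteadyGlo luminescence measured ATXN2-luciferase expression after a fluorogenic Gly-Phe-AFC viability readout (25 uM final).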
Nrf2 inh = Nrf2 pathway inhibition. 2.1% of 360,000 active. Potency, µM (titrated, usually from 46 µM), without a hit: at the highest dose activity change, negative = inhibition, actives largely listed as inhibitors. A549 ARE-Fluc reporter, luciferase luminescence, 18-24 h. AID 504444; further: on the % scale 0 is the no-effect control and ±100 the full control effect; nearly all actives have a fitted effect of over 60% in size
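Reporter: ARE-Fluc in A549. Exposure: 18-24 h, 37 °C, 5% CO2, 5% FBS OPTI-MEM. Readouts: fluorescent cytotoxicity (CellTiter-Fluor), then luminescent Nrf2 signal after BugLite.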
A549 viability = kills or reduces viability of A549 cells in Nrf2 counter-screen; A549 ARE-Fluc cells, CellTiter-Fluor viability, 18-24 h; Potency, µM (titrated, usually from 46 µM), for inactives: top-dose activity change, negative = cytotoxicity, hits mostly inhibitors; 0.16% of 390,000 active; AID 504648; further: on the % scale 0 is the no-effect control and ±100 the full control effect
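A549 ARE_Fluc cells in 5% FBS OPTI-MEM were exposed to compounds in concentration-response for 18-24 h at 37 deg C. Viability was read by CellTiter-Fluor fluorescence (Ex 405/Em 525) after 30 min, before the luciferase read.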
The depositor's hits bear a star; i = inactive; ? = inconclusive; . = not tested or not shown; [ ] = remark or other dose. The call rests on the fitted dose curve; in most records, active means well fitted curve in the direction sought with a large enough effect; inconclusive means small, poorly fitted or top-dose-only effect, or another doubt; inactive means no such curve, though single readings can be large; an effect the other way counts as inactive or inconclusive. Potency means the concentration at half of the fitted maximal effect. Not all compounds are listed; the hit share may differ from the screen's.

#	SMILES	MCF10A rerep	S2 tox	HepG2 tox	Nrf2 ARE act	EPAC2 antagonist
1	COc1ccc(-c2ccc(CN3C(CC(C)C)C(=O)N(Cc4cn(CCC5OCCO5)nn4)CCS3(=O)=O)cc2)cc1OC (configuration not stated)	.	?	3%	0.9%	-2%
2	Cc1nn(CCOc2ccccc2)c(=O)n1-c1ccc(F)cc1	15%	i	8%	2.3%	16%
3	Cc1csc(NC(=O)CSc2nc3nc(C)cc(C)n3n2)n1	4%	?	-83%	4.1%	-1%
4	O=C(NNC1CC(=O)N(c2ccccc2)C1=O)c1ccc(COc2ccccc2Cl)o1 (configuration not stated)	13%	i	-12%	0.7%	-8%
5	Cc1noc(C)c1CSc1nnc(-c2ccccc2)n1Cc1ccco1	?	i	-30%	9.1%	14%
6	CN(C)/C=C/C(=O)c1ccc([N+](=O)[O-])c(CS(=O)(=O)c2ccc(Cl)cc2)c1	6%	i	-2%	-0.3%	-7%
7	COc1cc(C(=O)Nc2ccc3c(c2)OCO3)ccc1-n1cnnn1	?	i	-29%	-0.6%	0%
8	CCOC(=O)c1c(NC(=O)CSc2nncs2)sc(C)c1C	-1%	i	0%	6.0%	-9%

#	TGFb SMAD3 inh	ATXN2 expr inh	Nrf2 inh	A549 viability
1	-9%	0%	.	.
2	16%	38%[activator]	?	11%
3	11%	-26%	-17%	-3%
4	?	.	1%	13%
5	-3%	3%	18%	24%
6	0%	4%	-3%	-12%
7	-10%	-13%	?	?
8	37%	5%	8%	8%

New compounds follow:
#	SMILES	MCF10A rerep	S2 tox	HepG2 tox	Nrf2 ARE act	EPAC2 antagonist
9	Cc1cc(Br)ccc1OCc1nc(-c2cccnc2)no1	10%	i	-6%	3.3%	-2%
10	CCc1ccc2c(c1)C(c1ccncc1)=NNC(c1ccccc1)=N2	5%	i	-24%	4.5%	-10%
11	Cc1ccc(NC(=O)COC(=O)[C@@H]2CC(O)CN2S(=O)(=O)c2ccc3c(c2)OCCO3)cc1 (some centres not stated)	-7%	?	2%	0.2%	1%
12	O=C(NN=Cc1cccc([N+](=O)[O-])c1)c1cccc2ccccc12	2%	i	3%	?	-3%
13	CC(=O)Nc1cc(=O)c2cccnc2[nH]1	-42%	i	11%	-0.6%	12%
14	c1ccc(-c2csc(=Nc3cccnc3)n2CC2CCCO2)cc1 (configuration not stated)	?	i	-27%	3.2%	-3%
15	C[C@@]12C(=O)N(Cc3ccccc3)CC(=O)N1[C@H]1c3cc(Cl)ccc3OC[C@@H]1[C@@H]2c1ccccc1	-1%	i	-16%	-0.5%	3%
16	Cc1cc(C)n(-c2ccc(C(=O)Nc3ccc4c(c3)OCO4)cc2)n1	?	i	-10%	5.8%	-1%

#	TGFb SMAD3 inh	ATXN2 expr inh	Nrf2 inh	A549 viability
9	2%	13%	-21%	-9%
10	?	.	21%	3%
11	-2%	-11%	8%	10%
12	?	5%	-11%	0%
13	28%	11%	12%	-4%
14	-24%	-2%	-16%	-2%
15	-4%	-11%	?	-1%
16	7%	26%	?	-14%

Sorted by count of non-hydrogen atoms (highest first): some entries from above.
#	SMILES	MCF10A rerep	S2 tox	HepG2 tox	Nrf2 ARE act	EPAC2 antagonist
16	Cc1cc(C)n(-c2ccc(C(=O)Nc3ccc4c(c3)OCO4)cc2)n1	?	i	-10%	5.8%	-1%
14	c1ccc(-c2csc(=Nc3cccnc3)n2CC2CCCO2)cc1 (configuration not stated)	?	i	-27%	3.2%	-3%
13	CC(=O)Nc1cc(=O)c2cccnc2[nH]1	-42%	i	11%	-0.6%	12%

#	TGFb SMAD3 inh	ATXN2 expr inh	Nrf2 inh	A549 viability
16	7%	26%	?	-14%
14	-24%	-2%	-16%	-2%
13	28%	11%	12%	-4%

Structures from the list above that contain a nitro group on carbon (2):
#	SMILES	MCF10A rerep	S2 tox	HepG2 tox	Nrf2 ARE act	EPAC2 antagonist
6	CN(C)/C=C/C(=O)c1ccc([N+](=O)[O-])c(CS(=O)(=O)c2ccc(Cl)cc2)c1	6%	i	-2%	-0.3%	-7%
12	O=C(NN=Cc1cccc([N+](=O)[O-])c1)c1cccc2ccccc12	2%	i	3%	?	-3%

#	TGFb SMAD3 inh	ATXN2 expr inh	Nrf2 inh	A549 viability
6	0%	4%	-3%	-12%
12	?	5%	-11%	0%

Later entries:
#	SMILES	MCF10A rerep	S2 tox	HepG2 tox	Nrf2 ARE act	EPAC2 antagonist
17	COc1ccc(C)cc1NC(=O)C(NCC1CCCO1)c1ccccc1 (configuration not stated)	?	i	10%	0.2%	-14%
18	NC(CSC1(c2ccccc2)c2ccccc2-c2ccccc21)C(=O)O (configuration not stated)	2%	i	-20%	0.0%	-7%
19	Cc1ccc(OCC(=O)NNC(=O)c2cc3ccccc3o2)cc1	2%	i	-1%	-0.6%	5%
20	COc1cccc(OC)c1NC(=O)Cn1nc(-c2ccc3c(c2)OCCO3)ccc1=O	8%	i	0%	-0.6%	1%
21	CC1CCCN(C2=C(NS(=O)(=O)c3ccc(Br)cc3)C(=O)c3ccccc3C2=O)C1 (configuration not stated)	?	i	1%	0.4%	-22%
22	O=C(c1ccco1)N1CCN(S(=O)(=O)/C=C/c2ccccc2)CC1	1%	i	0%	0.4%	1%
23	CC(=O)Nc1ccc(NC(C)=O)s1	1%[9.22 µM]	i	-31%	-0.5%	0%
24	CSCCC(NC(=O)c1ccco1)C(=O)NCC1CCCCC1 (configuration not stated)	-1%	i	-7%	-1.5%	3%

#	TGFb SMAD3 inh	ATXN2 expr inh	Nrf2 inh	A549 viability
17	8%	-10%	-4%	-1%
18	12%	12%	0%	-11%
19	7%	-10%	-2%	-3%
20	7%	-6%	2%	0%
21	-1%	2%	-14%	-6%
22	2%	7%	?	-10%
23	13%	-6%	-9%	-2%
24	3%	-5%	-12%	4%

Further records
#	SMILES	MCF10A rerep	S2 tox	HepG2 tox	Nrf2 ARE act	EPAC2 antagonist
25	CCN(C(=O)COC(=O)CSc1ccccc1)c1c(N)n(Cc2ccccc2)c(=O)[nH]c1=O	-2%	i	1%	-0.9%	5%
26	COc1ccc(CNC(=O)CCCN2C(=O)CSc3c2c(C)nn3-c2ccccc2)cc1	.	?	-16%	0.1%	.
27	CNc1ccc2ncc(-c3ccccc3C(C)=O)n2n1	.	i	7%	0.3%[9.22 µM]	7%
28	O=C(Nc1cccc2c1C(=O)NC2=O)c1cccnc1Cl	-5%	i	-1%	-0.4%	3%
29	COc1ccc(C(=O)CC(=O)C(=O)Nc2cccc(C(C)=O)c2)cc1	6%	i	4%	3.7%	20%
30	O=C1OCCOC2CCCc3oc(-c4ccccc4)c1c32 (configuration not stated)	.	i	.	-0.2%	-5%
31	COc1ccc(S(=O)(=O)N(C)C[C@@H]2OCc3cnnn3CCCC(=O)N([C@@H](C)CO)C[C@@H]2C)cc1	.	i	26%	-1.2%	1%
32	CC(=O)N1c2ccc(S(=O)(=O)N3CCC(C(=O)Nc4cccc(Cl)c4)CC3)cc2CC1C (configuration not stated)	0%	i	3%	-0.8%	5%

#	TGFb SMAD3 inh	ATXN2 expr inh	Nrf2 inh	A549 viability
25	-11%	-1%	-27%	0%
26	-19%	-11%	-28%	0%
27	-8%	14%	.	.
28	-3%	-8%[11.3 µM]	-25%	0%
29	2%	-13%	3%	-4%
30	.	4%	.	.
31	15%	-6%	.	.
32	?	.	2.1µM*	-12%

(cont.)
#	SMILES	MCF10A rerep	S2 tox	HepG2 tox	Nrf2 ARE act	EPAC2 antagonist
33	CC(=O)c1ccc(-c2cccc(-c3cc(=O)oc4ccc(C(C)(C)C)cc34)c2)cc1	-64%[inhibitor]	i	-20%	4.5%	2%
34	O=C(Cn1cnc2c(nnn2-c2cccc(F)c2)c1=O)Nc1ccc2c(c1)OCCO2	-1%	i	6%	-0.3%	-1%
35	O=C(NCc1ccc2c(c1)OCO2)c1ccc(CSCc2ccc(Cl)cc2)o1	?	i	-7%	0.2%	13%
36	CCn1c2ccccc2c2cc(NC(=O)CSc3nnc(-c4ccccc4)o3)ccc21	?	?	-6%	2.5%	-3%
37	CCCCOCc1cc(CN2CCN(c3cccc(Cl)c3)CC2)c(O)c2ncccc12	.	.	-1%	-0.3%	.
38	COc1ccc(Cl)cc1Cn1c(C)c(C(=O)NCc2cccc([N+](=O)[O-])c2)sc1=O	.	i	-5%	-0.1%	3%
39	O=C(c1ccccc1)N1CCC(O)(c2ccc3c(c2)OCO3)CC1	4%	i	-4%	-0.4%	15%
40	O=C(NC(=O)c1ccccc1)OCCN1C(=O)c2ccccc2C1=O	-9%	i	1%	0.4%	-2%

#	TGFb SMAD3 inh	ATXN2 expr inh	Nrf2 inh	A549 viability
33	?	-3%	?	-3%
34	9%	-22%	-7%	-3%
35	0%	-12%	-19%	16%
36	13%	-17%	?	-22%
37	.	.	?	4%
38	-5%	-8%	.	.
39	-2%	7%	?	-2%
40	-24%	15%	2%	1%

Further records follow:
#	SMILES	MCF10A rerep	S2 tox	HepG2 tox	Nrf2 ARE act	EPAC2 antagonist
41	O=[N+]([O-])c1ccc(Nc2ccc(Cl)cc2)nc1	?	?	-35%	4.4%	4%
42	COc1ccc2c3c(cccc13)N(C)N=C2C	-5%	i	-18%	3.2%	0%
43	Cc1ccc(NC(=O)c2sccc2-n2cccc2)c(Cl)c1	8%	i	-14%	11%	?
44	CCN1CCN(c2ncc3c(n2)CCN(Cc2sccc2C)C3)CC1	.	i	-6%	-0.8%	.
45	CC1(C)COC(Cn2c3ccccc3c3ccccc32)O1 (configuration not stated)	?	i	18%	-0.1%	-26%
46	O=C(NCCO)/C(=C\c1cccc([N+](=O)[O-])c1)NC(=O)c1cccs1	.	i	-1%	-1.0%	11%
47	O=C(CSc1ncn(-c2ccccc2)n1)N1CCc2ccccc21	-2%	i	-12%	0.2%	5%
48	O=C(CN(c1ccc(Cl)c(C(F)(F)F)c1)S(=O)(=O)c1ccccc1)Nc1cccnc1	.	?	-14%	6.7%	.

#	TGFb SMAD3 inh	ATXN2 expr inh	Nrf2 inh	A549 viability
41	?	-3%	6%	?
42	22%	-25%	-9%	-9%
43	-21%	.	7%	-4%
44	-1%	5%	.	-7%
45	-13%	-25%	?	1%
46	-8%	.	.	.
47	1%	0%	-13%	-11%
48	11µM*	?	?	-4%

Bioassay records from PubChem BioAssay.
